PfG6PD inh: PfG6PD (Plasmodium falciparum) enzyme inhibition. PfGluPho enzyme, NADPH resazurin-diaphorase fluorescence. inhibition, % at 20 µM. 350,000 tested, 0.78% active. AID 504690;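 active = inhibition reaching at least a set limit at 20 µM in the primary screen, cut at about 59% in these data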;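 also: 0% = DMSO wells with substrate and 100% = DMSO wells lacking glucose-6-phosphate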
HKDC1 inhibitor: inhibitors of human hexokinase HKDC1. AID 493160. 340,000 tested, 0.16% active. inhibition, % at 20 µM. Q2TB90. recombinant HKDC1, G6PDH/diaphorase resazurin coupled fluorescence;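 active = inhibition above about 35% when tested at 20 µM, limit read from the data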;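 also: plate controls were DMSO wells with enzyme for no effect and DMSO wells lacking enzyme for full effect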
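Test system: Recombinant HKDC1 (HK5) hexokinase enzyme, produced in-house | Input: HKDC1 at 5 µg/mL | Buffer or medium: Tris pH 8.0 buffer with MgCl2, Tween-20, BSA, BME | Schedule: 90 min reaction incubation at room temperature, dark | Technique: Resazurin-to-resorufin fluorescence via G6PDH and diaphorase coupling, 525/613 nm | Controls: DMSO wells with and without enzyme mix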
SENP1 FRET inh: blocks the human SENP1 SUMO protease catalytic domain | AID 624204 | 360,000 tested, 0.21% active | inhibition, % at 10 µM | Q9P0U3 | recombinant SENP1 catalytic domain, CyPet-SUMO1-YPet FRET cleavage;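 active = inhibition at least 30% at 10 µM, raw YFP signal under a set limit, fluorescence ratio 0.5 to 1.5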;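 also: 0% = enzyme with DMSO and 100% = no enzyme wells; some results filed as inactive read as strong as hits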
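system = hSENP1 catalytic domain, recombinant | reagent = SFCypet-SUMO1-SFYpet substrate at 25 nM | doses = one dose per compound, 10 µM, 0.5% DMSO | incubation = enzyme reaction for 50 min at room temperature, dark | measured by = FRET, CFP and YFP emission | controls = no-enzyme low, enzyme-DMSO high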
Apaf-1 inh: blocks human Apaf-1 apoptosome activity. 330,000 tested, 0.71% active. inhibition, % at 20 µM. O14727. reconstituted apoptosome caspase-3 activity, DEVD-Rh110 fluorescence; active = inhibition of at least 40% at 20 µM;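 also: plate controls were DMSO wells for no effect and DEVD-CHO caspase inhibitor wells for full effect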
Target sequence (O14727 whole entry, looked up): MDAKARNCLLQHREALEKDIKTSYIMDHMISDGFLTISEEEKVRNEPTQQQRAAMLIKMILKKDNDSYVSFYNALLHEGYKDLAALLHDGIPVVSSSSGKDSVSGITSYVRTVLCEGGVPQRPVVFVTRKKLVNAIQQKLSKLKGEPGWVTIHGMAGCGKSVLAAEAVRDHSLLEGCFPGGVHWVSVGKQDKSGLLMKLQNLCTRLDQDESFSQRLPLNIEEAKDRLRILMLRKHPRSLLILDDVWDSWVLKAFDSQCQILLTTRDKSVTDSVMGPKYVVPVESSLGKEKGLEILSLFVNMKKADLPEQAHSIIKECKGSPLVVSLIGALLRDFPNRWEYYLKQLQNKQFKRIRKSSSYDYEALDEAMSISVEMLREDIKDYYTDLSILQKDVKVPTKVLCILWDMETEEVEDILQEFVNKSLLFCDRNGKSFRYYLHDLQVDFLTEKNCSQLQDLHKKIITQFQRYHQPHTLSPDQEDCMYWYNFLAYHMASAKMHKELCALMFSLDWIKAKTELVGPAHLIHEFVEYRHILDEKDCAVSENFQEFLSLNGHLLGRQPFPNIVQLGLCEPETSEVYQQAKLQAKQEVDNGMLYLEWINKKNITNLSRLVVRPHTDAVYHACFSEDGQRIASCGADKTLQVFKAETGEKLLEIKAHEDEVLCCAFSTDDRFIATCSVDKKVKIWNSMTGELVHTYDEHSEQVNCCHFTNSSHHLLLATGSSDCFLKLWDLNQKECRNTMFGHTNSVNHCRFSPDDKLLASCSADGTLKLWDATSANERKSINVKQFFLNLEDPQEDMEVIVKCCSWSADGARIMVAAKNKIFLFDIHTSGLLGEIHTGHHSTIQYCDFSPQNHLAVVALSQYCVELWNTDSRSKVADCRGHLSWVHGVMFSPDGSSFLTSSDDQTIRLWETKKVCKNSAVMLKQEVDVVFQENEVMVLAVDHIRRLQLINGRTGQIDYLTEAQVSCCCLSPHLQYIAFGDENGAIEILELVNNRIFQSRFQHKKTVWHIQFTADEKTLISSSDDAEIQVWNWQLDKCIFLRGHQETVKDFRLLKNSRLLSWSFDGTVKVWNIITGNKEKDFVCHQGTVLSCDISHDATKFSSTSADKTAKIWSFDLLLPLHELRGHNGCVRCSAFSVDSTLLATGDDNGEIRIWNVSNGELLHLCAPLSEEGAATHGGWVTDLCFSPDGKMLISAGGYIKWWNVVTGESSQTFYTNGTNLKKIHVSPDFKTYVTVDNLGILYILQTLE
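Material: reconstituted apoptosome with Apaf-1, cytochrome c, caspase-9, procaspase-3, dATP / Buffer or medium: pH 7.5 Hepes buffer with CHAPS, BSA, DTT / Also added: cytochrome c with DEVD-Rh110 / Schedule: compound with Apaf-1, dATP, procaspase-3 30 min, then 50 min reaction, room temperature / Technique: rhodamine 110 fluorescence at Ex 480/Em 540 nm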
SENP8 block-1: blocks the human protease SENP8; Q96LD8; purified SENP8, Z-RLRGG-aminoluciferin cleavage, luminescence; inhibition, % at 10 µM; 330,000 tested, 1.2% active; AID 2540; in the data active = inhibition above about 50%
NLRP3 yeast inh: inhibitors of NALP3 inflammasome in yeast. Yeast reconstituted NLRP3/ASC/caspase-1, beta-gal luminescence, 24 h. 330,000 tested, 0.39% active. inhibition, % at 10 µM. AID 2825;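 active = inhibition of 50% or more; inactive = inhibition below 50%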;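 also: plate controls were induced DMSO wells for no effect and uninduced yeast grown without galactose for full effect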
SENP8 block-2: SENP8 (human) protease inhibition. recombinant SENP8, Nedd8 substrate fluorescence. AID 602440. inhibition, % at 20 µM. Q96LD8. 360,000 tested, 0.64% active; in the data active = inhibition mostly above about 40%, no sharp cut-off; inactive = mostly below about 27%
SENP7 block: SENP7 protease inhibition | recombinant SENP7, Z-RLRGG-aminoluciferin luminescence, 40 min | 330,000 tested, 1.5% active | Q9BQF6 | inhibition, % at 5 µM;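 active = inhibition above about 50% at the single test dose, limit read from the data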;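 also: plate controls were DMSO with enzyme for no effect and no enzyme buffer wells for full effect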
SENP6 inh: SENP6 protease inhibition; inhibition, % at 10 µM; Recombinant SENP6 catalytic domain, aminoluciferin luminescence; Q9GZR1; 330,000 tested, 1.8% active;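 active = inhibition above about 50% at the single tested dose, limit read from the data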;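 also: plate controls were DMSO wells with enzyme for no effect and DMSO wells lacking enzyme for full effect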
An asterisk follows results filed as active; . = not tested or not shown.

SMILES	PfG6PD inh	HKDC1 inhibitor	SENP1 FRET inh	Apaf-1 inh	SENP8 block-1	NLRP3 yeast inh	SENP8 block-2	SENP7 block	SENP6 inh
Cc1c(NC(=O)C(C)OC(=O)/C=C/c2ccco2)c(=O)n(-c2ccccc2)n1C (stereo not drawn)	-4	0	1	-10	-8	9	16	-9	-7
CCOC(=O)c1c(C2CC2)csc1NC(=O)CSCc1c(C)noc1C	-11	4	2	23	-4	42	-41	-9	-15
Cc1ccccc1NC(=O)Cc1nc(COC(=O)c2nc(Cl)ccc2Cl)cs1	-9	2	-6	-3	-2	11	0	1	-3
CCCNC(=O)N(CCOC)CC1CCCN(C2Cc3ccccc3C2)C1 (stereo not drawn)	12	-9	-3	-12	-2	17	10	0	12
CCn1c(CSc2nnc(C)n2-c2ccccc2)nc2cc(S(=O)(=O)N(C)C)ccc21	4	-7	-4	5	-3	-5	5	-1	-3
CCOc1cc([N+](=O)[O-])cc(/C=C2/NC(=O)N(Cc3ccccc3F)C2=O)c1O	-9	9	3	-2	4	-15	20	-2	-10
Cc1cccc(NC(=O)C2CC(=O)NC(Nc3nc4ccccc4s3)=N2)c1 (stereo not drawn)	.	.	.	0	-7	-6	.	-11	-23
CCOc1ccc(C(=O)NCC(=O)OCC(=O)N2CCC(C)CC2)cc1	7	-7	2	-1	8	2	13	3	0
O=C(Nc1ccccn1)c1ccc(Cl)c(S(=O)(=O)N2CCCCCC2)c1	1	-3	2	19	-15	-3	14	14	-9
Cc1cc(C)n(-c2ccc(C(=O)OCC(=O)N(CC(C)C)C3CCS(=O)(=O)C3)cc2)n1 (stereo not drawn)	3	1	1	-5	-2	1	6	0	-13
CCCC(=O)Nc1c(C)nn(C(=O)CCC)c1C	-4	-4	2	2	-1	2	8	-2	-24
O=c1c2ccccc2nc(SCc2nc(-c3ccccc3)no2)n1-c1ccc(F)cc1	-4	-1	3	16	-5	14	-4	-10	-1
Cc1ccc(NC(=O)c2[nH]cnc2C(=O)NN)cc1	10	-11	3	6	-6	11	8	7	-17
COc1ccc(C(=O)Nn2cnnc2)cc1OC	-11	-5	1	-5	-13	0	1	-8	-17
CCOC(=O)COc1c(Cl)cc(C2NC(=S)NC(c3ccccc3)=C2C(C)=O)cc1OC (stereo not drawn)	16	-7	-2	10	5	14	22	5	7
C/C(CC(=O)Nc1c(Cl)cccc1C(F)(F)F)=N\NC(=O)c1cnccn1	-34	-3	0	-4	-7	4	14	9	5
COc1cc(OC)cc(C2=NC3(CCC(C)CC3)NC2=S)c1 (stereo not drawn)	25	-2	0	-6	1	15	21	2	-18
Cc1cc(C)c(C(=O)COC(=O)C2CCN(c3ccc(C(F)(F)F)cn3)CC2)cc1C	19	5	-1	16	12	7	-8	4	-10
O=C(COC(=O)CCCCCN=C1NS(=O)(=O)c2ccccc21)Nc1ccc(Cl)c(Cl)c1	4	21	1	0	-5	-1	15	6	0
CC(=O)NC(CCS(C)(=O)=O)C(=O)Nc1cccc(C)c1C (stereo not drawn)	-6	-1	3	-2	3	0	13	-2	0
CCCCCn1c(=O)c(C(=O)c2ccccc2)nc2ccccc21	3	6	3	15	0	2	15	-1	0
NC(=O)CC(NC(=O)c1ccc(Br)cc1)c1ccc(N2CCC(Br)CC2)c([N+](=O)[O-])c1 (stereo not drawn)	1	-5	0	7	-1	14	26	-11	-15
O=C(COC(=O)C12CC3CC(CC(C3)C1)C2)NC12CC3CC(CC(C3)C1)C2	13	9	1	21	17	19	34	2	-10
CC(=O)Nc1ccc(NS(=O)(=O)c2ccc(C)cc2)c([N+](=O)[O-])c1	-24	-1	3	2	-2	10	27	0	-5
O=C(CN1C(=O)NC2(CCOc3ccccc32)C1=O)c1cccs1 (stereo not drawn)	-7	6	-5	10	-9	-2	8	3	4
C=CC(=O)Nc1ccc(CN2C(=O)N(c3c(Cl)c(OC)cc(OC)c3Cl)Cc3cnc(NCCCCN(CC)CC)nc32)cc1	53	12	-17	63*	0	21	-14	-5	6
O=C(C1CC(=O)N(c2ccccc2F)C1)N1CCOCC1 (stereo not drawn)	-5	-7	2	-1	-9	6	14	-12	-11
CC(=O)OC1C(N2CCCCC2)c2c(ccc(/C=C/C(=O)N3CCCCC3)c2O)OC1(C)C (stereo not drawn)	16	-5	-49	17	0	1	-434	0	-2
COc1ccc(-c2cc(-c3nnc(COC(=O)CC4CC5CCC4C5)o3)c3ccccc3n2)cc1OC (stereo not drawn)	9	2	-29	2	-2	12	-436	1	-13
Cc1ccc(S(=O)(=O)N(C)c2ccc(OC(=O)COc3ccccc3)cc2)cc1	17	-1	6	-2	-2	0	0	4	-4
O=C(CSc1nc2ccccc2c(=O)n1-c1ccccc1F)N1CCOCC1	5	-4	3	-4	-2	14	4	-2	1
CC(OC(=O)C1CC1C)C(=O)Nc1ccc(Cl)cn1 (stereo not drawn)	6	2	2	-4	0	21	3	-3	-3
CC(C)(C)c1ccc(C(=O)N2CCN(CCNC(=O)C(=O)Nc3ccc(F)cc3)CC2)cc1	0	12	1	24	-11	23	0	1	-9
C=C1C(=O)O[C@H]2C[C@]3(C)C([C@@H](OC(=O)/C(C)=C/C)[C@H]12)[C@](C)(O)CC[C@H]3O (stereo partly drawn)	-16	5	-1	-3	0	-3	25	8	9
CCn1c(SCC(=O)c2ccc(Cl)cc2)nnc1C(C)C	-8	2	0	9	-1	15	28	5	-2
O=[N+]([O-])c1cccc(/C=N/Nc2ncc(Br)cn2)c1	28	-1	4	-4	-12	68*	21	1	-5
CCN1CCN(C(=O)c2ccc(CNS(=O)(=O)c3cccc(OC)c3)cc2)CC1	-4	0	3	8	5	10	7	2	10
COc1ccc(N2C(=O)CC(Sc3ncccc3C(=O)O)C2=O)cc1 (stereo not drawn)	4	-14	-4	-4	4	-10	0	-4	0
O=C1C=C(NS(=O)(=O)c2ccccc2)C(=O)c2ccccc21	5	11	6	.	.	.	51*	.	.
C=CCN(c1nc(C)c(Br)c(OC)n1)S(=O)(=O)c1ccc(C)cc1	-15	-4	1	9	-10	10	16	-4	7

The closing 4 compounds of the part above open the next one:
SMILES	PfG6PD inh	HKDC1 inhibitor	SENP1 FRET inh	Apaf-1 inh	SENP8 block-1	NLRP3 yeast inh	SENP8 block-2	SENP7 block	SENP6 inh
CCN1CCN(C(=O)c2ccc(CNS(=O)(=O)c3cccc(OC)c3)cc2)CC1	-4	0	3	8	5	10	7	2	10
COc1ccc(N2C(=O)CC(Sc3ncccc3C(=O)O)C2=O)cc1 (stereo not drawn)	4	-14	-4	-4	4	-10	0	-4	0
O=C1C=C(NS(=O)(=O)c2ccccc2)C(=O)c2ccccc21	5	11	6	.	.	.	51*	.	.
C=CCN(c1nc(C)c(Br)c(OC)n1)S(=O)(=O)c1ccc(C)cc1	-15	-4	1	9	-10	10	16	-4	7
CCOC(=O)C(CSCc1ccccc1)NC(=O)OC(C)(C)C (stereo not drawn)	-6	-2	1	6	10	31	10	2	13
O=C(O)c1ccc(COc2c(F)c(F)cc(F)c2F)cc1	-30	-10	1	5	41	7	9	48	80*
NS(=O)(=O)c1ccc(NC=C2C(=O)OC3(CCCCC3)OC2=O)cc1	-1	-4	-15	-1	-6	1	-9	0	2
Cc1c(OCC(=O)NC(Cc2c[nH]c3ccc(O)cc23)C(=O)O)ccc2c3c(c(=O)oc12)CCC3 (stereo not drawn)	-12	7	0	-18	2	0	-22	3	2
Cc1nn(-c2ccccc2)nc1-c1nnc(-c2ccc(C(F)(F)F)cc2)o1	-10	-5	2	-4	1	14	-447	1	1
CCOC(=O)C1CCCN(C(=O)c2cc3nc(-c4cccc(OC)c4)cc(C(F)(F)F)n3n2)C1 (stereo not drawn)	12	6	-11	16	4	26	-250	-1	-20
CC(=O)N(Cc1cccnc1)Cc1cc2ccccc2[nH]c1=O	-14	3	0	5	2	10	-22	2	-3
Cc1cc(C)c(NC(=O)CN2C(=O)CC(C)S(=O)(=O)c3ccccc32)c(C)c1 (stereo not drawn)	0	1	3	-2	-1	7	9	-5	-2
CC(=O)N(C(C)=O)S(=O)(=O)c1ccc(N=NN2CCCCC2)cc1	-13	-12	3	1	0	5	12	6	13
CCN1CCN(C(=O)c2ccc(OC3CCN(CCc4ccccc4)CC3)cc2)[C@@H](C)C1=O	-2	-7	-4	-12	5	26	4	-18	-1
CCCC(=O)Nc1nc2ccc(S(N)(=O)=O)cc2s1	-5	6	4	4	1	9	11	7	-8
CC(=O)NC(CC(=O)N(C)Cc1cccc(Cl)c1Cl)c1ccccc1 (stereo not drawn)	-7	3	0	-17	9	8	16	-4	-2
CCCCC[C@H]1CN(CCCC)C(=O)[C@@H]1CC(=O)NCc1ccc(OC)cc1	-5	-4	2	8	7	27	13	3	-2
Cc1cc(NC(=O)CSc2nnc(Nc3ccccc3C)s2)no1	5	-5	2	5	3	16	10	-5	-5
Cc1ccccc1C(=O)NCC(=O)c1ccccc1	7	-5	0	-19	1	14	14	-4	-5
COc1ccc(CCNC(=O)CCNC(=O)c2ccco2)cc1	6	7	2	-10	-2	-6	3	10	8
Cn1ccsc1=NC(=O)c1ccc([N+](=O)[O-])o1	12	1	0	-2	-8	28	31	11	3
O=S(=O)(c1ccc(Cl)c(C(F)(F)F)c1)N1CCN(CC(O)COCC2CCCO2)CC1 (stereo not drawn)	0	4	1	7	-7	12	27	-6	0
O=S(=O)(Nc1ccc(-c2ccc3nncn3n2)cc1)c1cccc(F)c1	0	1	8	9	-11	8	-276	-5	-4
C1=CC2c3ccccc3NC(c3ccncc3)C2C1 (stereo not drawn)	55	14	17	49*	10	-3	17	5	-1
C/C(N)=C(/C#N)C(=O)COC(=O)CCC1CCCC1	8	3	3	-1	-2	9	22	-3	6
O=C1CC(c2cccc(Cl)c2)Cc2nc(N3CCOCC3)ncc21 (stereo not drawn)	-13	6	-2	-3	2	32	-43	7	-1
Cc1nc2cccnc2nc1C	-10	-7	1	2	1	19	-1	-3	-14
CCn1c(C(=O)NC2CCC(C)CC2)cc2sccc21 (stereo not drawn)	25	4	-2	12	4	6	5	2	3
CN(CC(=O)Nc1ccc(OC(F)(F)F)cc1)C(=O)/C=C/c1cc2c(cc1[N+](=O)[O-])OCO2	15	1	1	13	-2	7	-13	-1	2
CN1CCN(C(=O)/C(=C\c2cccs2)NC(=O)c2ccccc2)CC1	-1	-5	-1	-5	-12	7	2	-5	-23
CCc1ccccc1NC(=O)Cn1cccc1C1=NC(c2ccccc2)CO1 (stereo not drawn)	2	-6	-2	14	-8	-2	3	-7	3

Source: PubChem BioAssay

An unsorted share of the library. Share with any hit: about 4.1%.
